Yp Topo-I inh – inhibitors of Yersinia pestis topoisomerase I. 360,000 tested, 0.064% active. Y. pestis Topo-I cleavage product accumulation, plate reader. activity, % at 10 µM; in the data active means activity above about 50%, passing the limit was not always enough; inconclusive means no clear call, values can overlap the other calls; further: inactives centre near 2
Mtb BioA inh – inhibitors of Mycobacterium tuberculosis BioA enzyme; purified M. tuberculosis BioA enzyme, plate reader; 360,000 tested, 0.096% active; inhibition, % at 9.99 µM; in the data active means inhibition above about 40%; inconclusive means no clear call, values can overlap the other calls
FBA Mtb inh – inhibitors of M. tuberculosis fructose-bisphosphate aldolase; purified M. tuberculosis FBA, fluorescence read-out; inhibition, % at 1 µM; 360,000 tested, 2.3% active; AID 588726; in the data active means inhibition above about 27%;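 further: 0% = vehicle and 100% = reference inhibitor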
Target sequence (P9WQA3 whole entry, looked up): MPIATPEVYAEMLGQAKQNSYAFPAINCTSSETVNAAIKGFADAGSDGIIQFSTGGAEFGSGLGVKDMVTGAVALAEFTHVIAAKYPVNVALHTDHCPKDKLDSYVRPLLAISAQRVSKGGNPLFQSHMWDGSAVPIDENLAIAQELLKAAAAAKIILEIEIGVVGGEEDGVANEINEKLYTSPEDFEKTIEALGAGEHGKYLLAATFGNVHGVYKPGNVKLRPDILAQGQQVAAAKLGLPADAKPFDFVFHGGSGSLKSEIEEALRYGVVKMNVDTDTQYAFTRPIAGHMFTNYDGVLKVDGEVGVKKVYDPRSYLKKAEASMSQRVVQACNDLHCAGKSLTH
GDH-TPI counter – GDH-TPI coupled enzyme inhibition counter-screen. 360,000 tested, 1.2% active. AID 588335. inhibition, % at 4.8 µM. GDH-TPI coupled enzyme counterscreen, NADH absorbance; in the data active means inhibition above about 30%;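 further: 0% = DMSO wells and 100% = wells lacking the enzyme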
FadD28 binding – M. tuberculosis FadD28 bisubstrate binding inhibition | FadD28 bisubstrate probe binding, fluorescence polarization | inhibition, % at 12.5 µM | 360,000 tested, 0.22% active; in the data active means inhibition above about 8.5%, passing the limit was not always enough; inconclusive means no clear call, values can overlap the other calls
Mtb UGM inh – inhibitors of M. tuberculosis UDP-galactopyranose mutase. P9WIQ1. purified UGM, fluorescence polarization probe displacement. inhibition, % at 10 µM. 320,000 tested, 0.06% active. AID 504406; in the data active means inhibition above about 10%, passing the limit was not always enough; inconclusive means no clear call, values can overlap the other calls
Target sequence (P9WIQ1 whole entry, looked up): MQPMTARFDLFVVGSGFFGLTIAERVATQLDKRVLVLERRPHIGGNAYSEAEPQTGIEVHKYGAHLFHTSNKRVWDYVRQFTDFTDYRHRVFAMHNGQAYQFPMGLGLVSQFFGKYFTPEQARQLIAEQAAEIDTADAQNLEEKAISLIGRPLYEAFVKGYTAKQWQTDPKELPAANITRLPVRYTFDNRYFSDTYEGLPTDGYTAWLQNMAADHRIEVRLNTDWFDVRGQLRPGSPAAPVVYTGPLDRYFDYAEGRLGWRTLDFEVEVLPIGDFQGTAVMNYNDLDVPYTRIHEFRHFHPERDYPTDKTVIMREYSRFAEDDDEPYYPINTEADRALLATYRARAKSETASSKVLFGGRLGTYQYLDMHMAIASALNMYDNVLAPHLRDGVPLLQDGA
PfHsp40 rescue – compounds rescuing yeast from Plasmodium falciparum HSP40 toxicity; S. cerevisiae expressing PfHsp40, growth rescue, ATP luminescence; growth rescue, % at 12.5 µM; 340,000 tested, 0.68% active; in the data active means growth rescue above about 28%, passing the limit was not always enough; inconclusive means no clear call, values can overlap the other calls;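 further: yeast W303a lacking pdr1 and pdr3 grown in galactose medium; growth measured after three days at 30 °C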
TcdB GH inh – TcdB glycohydrolase inhibition; 350,000 tested, 0.24% active; TcdB glycohydrolase enzymatic assay, plate reader; inhibition, % at 9.99 µM; AID 652162; P18177; in the data active means inhibition above about 10%
Vc quorum ag – induces V. cholerae light production without autoinducers | activation, % at 18.7 µM | V. cholerae BH1578 lux reporter, luminescence, 6 h | 350,000 tested, 0.16% active; in the data active means activation mostly above about 9.7%, no sharp cut-off; inconclusive means no clear call, values can overlap the other calls; inactive means mostly below about 3.7%; further: not every result past the cut was called active; inactives centre near 0; reference of the scale not given here
* marks the source's active call; other numbers are inactive results; i = inactive; ? = inconclusive; / = no result given; & = joins results of further samples.

mol,Yp Topo-I inh,Mtb BioA inh,FBA Mtb inh,GDH-TPI counter,FadD28 binding,Mtb UGM inh,PfHsp40 rescue,TcdB GH inh,Vc quorum ag
Cc1ccc(C)c(C(C)NC(=S)NC2CCCCC2)c1 (centres undefined),-3.2,1.5,0.3,4.4,-0.6,2.4,?,1.1,i
CCOCCCn1c(SCC(=O)Nc2ccc(NC(C)=O)cc2)nc2ccccc2c1=O,-8.3,0.9,2.1,8.5,0.8,-0.4,-1.3,0.0,1.8
CCOC(=O)c1ccccc1NS(=O)(=O)c1ccccc1F,25.5,/,1.4,2.8,-1.2,0.6,-0.7,/,-0.4
O=C(CCCCCNC(=O)N1CCn2c1nc1ccccc12)N[C@@H](C(=O)O)c1ccccc1,1.2,-0.8,-0.3,4.9,0.3,0.4,1.3,0.4,-0.4
CC(Sc1ncnc2sccc12)C(=O)Nc1ccc(C(N)=O)cc1 (centres undefined),-4.1,0.0,1.7,-4.4,-3.9,-3.6,-1.0,0.2,-2.0
CCCCc1ccc(C(=O)NC(C(=O)O)C(C)C)cc1 (centres undefined),-0.7,-2.8,1.4,-12.5,-4.0,1.2,-1.3,/,-0.2
COc1ccc(CN2CCN(C(=O)c3ccccc3C(=O)c3ccccc3)CC2)cc1F,6.2,2.2,2.4,11.5,-0.4,/,/,1.6,-0.8
Cc1cc(C(=O)N2CCN(Cc3ccc4c(c3)OCO4)CC2)on1,-4.0,3.6,-2.4,0.9,-4.2,1.8,-0.4,0.7,-0.2
COc1ccc(NC(=O)/C=C/c2ccccc2[N+](=O)[O-])c(OC)c1,-9.7,/,3.4,13.1,-1.1,-1.4,1.2,2.1,-0.3
CC1=C(C(=O)N(C)C)CC(CC(=O)NCc2cccc3ccccc23)C(=O)N1CCCN1CCCC1=O (centres undefined),0.3,1.9,2.2,7.1,-1.7,/,/,-0.4,-0.4
COC(=O)c1ccc2nc3c(cc2c1)[C@@H]1CCN2C(=O)CCC[C@H](C3)[C@H]12,6.2,1.1,-2.1,6.7,-3.8,/,-0.6,1.0,-1.2
CCC1SC(CC)C(=O)N(CC(=O)NCCc2ccccc2)C1=O (centres undefined),3.1,-0.3,4.8,-13.4,1.7,3.0,-0.5,-0.1,0.3
CCS(=O)(=O)c1ccc2oc(=O)c(/C=C(\O)c3ccc(Cl)cc3)nc2c1,-3.3,/,-1.1,16.6,1.0,3.8,0.3,1.3,0.3
Cc1onc(-c2c(Cl)cccc2Cl)c1C(=O)NC1C(=O)N2C1SC(C)(C)C2C(=O)O (centres undefined),5.0,0.2,0.7,-4.2,0.7,-1.2,1.7,0.8,i
COCCn1ccc(O)c(Cc2ccccc2)c1=O,-3.3,-0.8,1.4,2.3,0.8,1.9,-0.1,/,i
COc1ccc(NC(=O)Cn2cc(C#N)c3ccccc32)cc1,2.9,/,-0.9,-3.1,-0.8,-1.5,-0.5,-0.1,2.8
FC(F)(F)c1ccccc1NC(=S)Nn1cnnc1,0.7,-2.4,5.5,12.5,0.6,0.4,-0.3,0.2,i
Cc1noc(C)c1COc1cccc(C(=O)N2CCc3ccccc32)c1,5.1,1.0,4.8,-7.3,-3.7,0.9,-1.3,-1.7,0.0
COc1cc(CNC(C)C)c(Br)cc1OC1CCCC1,-2.7,0.1,2.3,-1.3,-3.9,0.6,0.3,0.8,-0.3
O=C1Cc2cc(S(=O)(=O)N3CCN(c4ccccc4)CC3)ccc2N1,0.8,0.6,2.7,7.7,-0.5,-3.8,-0.3,-1.3,i
O=C(CCNc1cccc(F)c1)c1cccc([N+](=O)[O-])c1,-5.3,/,4.8,5.9,1.7,-4.3,1.8,7.3,i
Nc1ccc(S(=O)(=O)Nc2ccccn2)cc1,5.2,-0.4,-0.9,9.8,0.1,-0.2,-0.3,2.1,-0.4
COc1ccc(OC)c(S(=O)(=O)NCC2CCCO2)c1 (centres undefined),6.0,0.3,-1.6,7.5,0.3,-1.5,0.0,/,i
CC(=O)Nc1ccc(S(=O)(=O)N(C)CC(=O)OCC(=O)NCc2ccco2)cc1,6.5,/,-0.6,3.2,0.2,0.9,-1.3,1.7,i
O=C(CSc1nnc(-c2ccc(Br)cc2)o1)Nc1cccc(C(=O)O)c1,11.8,1.5,-1.8,3.5,-0.5,-0.9,0.4,-0.1,i
Cc1ccc(NC(=O)CSc2nc(=O)n3cc(C)ccc3n2)c(C)c1,6.4,-1.1,-2.4,15.7,-0.9,1.6,-0.7,1.0,-0.7
O=c1[nH]c(SCc2ccc(F)cc2Cl)nc2ccccc12,8.7,-1.9,-1.2,10.7,0.6,1.7,1.1,0.2,-0.3
Cc1ccc(NC(=O)C(=O)NCCCN2CCCC2=O)cc1,-8.1,1.2,4.3,-6.0,-0.9,-1.0,0.8,-0.5,-0.3
CCOc1ccc(N2C(=O)CC(N3CCC(O)(c4ccc(Br)cc4)CC3)C2=O)cc1 (centres undefined),4.0,0.4,6.9,-3.1,-3.6,-1.2,-0.7,/,-0.8
O=C(c1cccc(Cl)c1)N1CCC(=O)N(C(COCc2ccccc2)Cc2ccccc2)CC1 (centres undefined),31.3,0.6,-1.8,-3.5,-1.7,0.6,2.5,2.8,-0.3
CCOc1ccc(C(=O)Nc2ccc(S(=O)(=O)Nc3cc(C)on3)cc2)cc1,1.9,-0.2,-0.3,5.2,-3.6,-1.6,0.9,0.4,-1.8
COC(=O)c1ccc(/C=C(/NC(=O)c2ccccc2)C(=O)N2CCOCC2)cc1,0.8,-1.0,-2.2,0.9,-3.5,0.3,-1.6,1.3,i
CNC(=O)/C(C#N)=C/c1c(F)cccc1Cl,1.2,/,-0.6,8.3,0.3,-1.4,0.9,-0.8,i
O=C(NCCN1CCCCC1)c1c(O)c2ccccc2[nH]c1=O,-3.8,-0.7,2.5,-7.9,-2.9,-0.1,-0.8,/,i
Cc1ccc(NC(=O)COC(=O)[C@@H]2CCCN2C(=O)c2cccs2)cc1S(=O)(=O)N(C)C,0.1,0.1,-2.1,-5.1,-1.0,-1.3,0.6,0.4,i
COc1cc(Cl)c(C)cc1NC(=O)CSc1ccc(C)cc1,23.8,/,-1.9,-1.2,-0.1,0.2,-1.0,0.8,i

Given with values under each structure: part of the list above
The line under a structure holds: Yp Topo-I inh, Mtb BioA inh, FBA Mtb inh, GDH-TPI counter, FadD28 binding, Mtb UGM inh, PfHsp40 rescue, TcdB GH inh, Vc quorum ag
- O=C1Cc2cc(S(=O)(=O)N3CCN(c4ccccc4)CC3)ccc2N1
→ 0.8, 0.6, 2.7, 7.7, -0.5, -3.8, -0.3, -1.3, i
- O=C(CCNc1cccc(F)c1)c1cccc([N+](=O)[O-])c1
→ -5.3, /, 4.8, 5.9, 1.7, -4.3, 1.8, 7.3, i
- Nc1ccc(S(=O)(=O)Nc2ccccn2)cc1
→ 5.2, -0.4, -0.9, 9.8, 0.1, -0.2, -0.3, 2.1, -0.4
- COc1ccc(OC)c(S(=O)(=O)NCC2CCCO2)c1 (centres undefined)
→ 6.0, 0.3, -1.6, 7.5, 0.3, -1.5, 0.0, /, i
- CC(=O)Nc1ccc(S(=O)(=O)N(C)CC(=O)OCC(=O)NCc2ccco2)cc1
→ 6.5, /, -0.6, 3.2, 0.2, 0.9, -1.3, 1.7, i
- O=C(CSc1nnc(-c2ccc(Br)cc2)o1)Nc1cccc(C(=O)O)c1
→ 11.8, 1.5, -1.8, 3.5, -0.5, -0.9, 0.4, -0.1, i
- Cc1ccc(NC(=O)CSc2nc(=O)n3cc(C)ccc3n2)c(C)c1
→ 6.4, -1.1, -2.4, 15.7, -0.9, 1.6, -0.7, 1.0, -0.7
- O=c1[nH]c(SCc2ccc(F)cc2Cl)nc2ccccc12
→ 8.7, -1.9, -1.2, 10.7, 0.6, 1.7, 1.1, 0.2, -0.3
- Cc1ccc(NC(=O)C(=O)NCCCN2CCCC2=O)cc1
→ -8.1, 1.2, 4.3, -6.0, -0.9, -1.0, 0.8, -0.5, -0.3
- CCOc1ccc(N2C(=O)CC(N3CCC(O)(c4ccc(Br)cc4)CC3)C2=O)cc1 (centres undefined)
→ 4.0, 0.4, 6.9, -3.1, -3.6, -1.2, -0.7, /, -0.8
- O=C(c1cccc(Cl)c1)N1CCC(=O)N(C(COCc2ccccc2)Cc2ccccc2)CC1 (centres undefined)
→ 31.3, 0.6, -1.8, -3.5, -1.7, 0.6, 2.5, 2.8, -0.3
- CCOc1ccc(C(=O)Nc2ccc(S(=O)(=O)Nc3cc(C)on3)cc2)cc1
→ 1.9, -0.2, -0.3, 5.2, -3.6, -1.6, 0.9, 0.4, -1.8
- COC(=O)c1ccc(/C=C(/NC(=O)c2ccccc2)C(=O)N2CCOCC2)cc1
→ 0.8, -1.0, -2.2, 0.9, -3.5, 0.3, -1.6, 1.3, i
- CNC(=O)/C(C#N)=C/c1c(F)cccc1Cl
→ 1.2, /, -0.6, 8.3, 0.3, -1.4, 0.9, -0.8, i
- O=C(NCCN1CCCCC1)c1c(O)c2ccccc2[nH]c1=O
→ -3.8, -0.7, 2.5, -7.9, -2.9, -0.1, -0.8, /, i

Following part
mol,Yp Topo-I inh,Mtb BioA inh,FBA Mtb inh,GDH-TPI counter,FadD28 binding,Mtb UGM inh,PfHsp40 rescue,TcdB GH inh,Vc quorum ag
C[C@@H]1CN([C@@H](C)CO)C(=O)CCCn2nncc2CO[C@H]1CN(C)C(=O)Oc1cccc2ccccc12,2.6,0.7&0.8,1.5,-1.9,0.2,/,/,2.9&-8.2,-0.4
CCCCCCSc1cc(-c2nc3cnccn3c2NCc2ccccc2)ccc1OC,32.8,1.1,17.7,16.1,-0.5,1.6,-0.3,/,i
CC1(C)Cc2c(c(-c3ccco3)nc3sc4c(NCCN5CCOCC5)ncnc4c23)CO1,9.2,/,27.4*,34.5*,-5.3,1.5,-0.3,0.1,0.1
Cc1ccc(C(=O)C(C(=O)/C=C/c2ccccc2)=C2SCCCS2)cc1,32.7,-1.5,-0.8,24.3,-3.9,3.9,-0.5,/,i
OC(c1ccccc1)(c1nc(-c2ccc(F)c(Cl)c2)cs1)C(F)(F)F (centres undefined),-13.1,-2.0,-3.8,6.2,-18.2,/,/,0.2,-0.1
COc1ccccc1NC(=O)N(Cc1cc2cc(OC)c(OC)cc2[nH]c1=O)CC1CCCO1 (centres undefined),-2.8,5.2,19.4,34.3*,0.4,-0.5,0.7,/,i
CCc1ccc2nc(N=C(N)N)nc(C)c2c1,5.2,/,40.0*,6.2,-1.4,-0.7,-0.4,0.3,-0.4
CCn1c(SCc2ccc(OC)c(F)c2)nc2ccccc2c1=O,23.2,1.4,-2.7,4.2,/,-2.2,0.8,1.0,-0.3
COc1ccc(S(=O)(=O)N2CCN(C(=O)c3cc(C)nc4ccccc34)CC2)cc1OC,-5.8,3.1,-1.8,-1.5,-3.6,-3.7,0.8,0.9,-0.4
CCn1ccnc1C(O)c1cccc(OC)c1 (centres undefined),1.5,/,0.4,4.0,0.2,0.6,-1.4,/,i
CC12Cc3cn[nH]c3C=C1CCC1C2CCC2(C)C1CCC2(C)O (centres undefined),-0.4,0.5,0.5,5.1,-17.4,/,-2.2,-0.9,i
CCc1nc2c(OCC(=O)C(C)(C)C)cccn2c1N(C)C(=O)c1ccc(C)cc1,16.2,-0.2,-2.3,-4.9,-4.0,/,/,-0.3,-0.3
NC(=O)C1CCCN(C(=O)c2ccc(-c3cccc(Cl)c3Cl)o2)C1 (centres undefined),28.6,1.2,-0.2,-0.7,-2.9,/,-0.2,1.7,i
O=C(Nc1cccc(C(F)(F)F)c1)C1CCN(S(=O)(=O)c2ccc(N3CCCC3=O)cc2)CC1,29.2,-0.9,2.5,4.3,-2.5,3.0,0.4,1.0,i
COC(=O)Cc1csc(Nc2ccc(Cl)cc2)n1,5.1,/,1.6,4.3,-1.6,2.3,1.9,/,-0.3
COCCCn1c(SCC(=O)O)nc2cc(OC)c(OC)cc2c1=N,-10.0,/,8.5,10.1,-3.6,2.4,1.2,1.1,0.2
